KB-3-1 cytotox: KB-3-1 parental cell cytotoxicity; KB-3-1 viability, CellTiter-Glo ATP luminescence, 72 h; AID 1347075; Potency, µM (series often up to 46.1 µM), for the others: at the highest dose activity change, negative = cytotoxic, hits mostly cytotoxic; 400,000 compounds, 1.4% hits; also: potency is read from the fitted curve at half-maximal effect; % is scaled to controls: 0 for no effect and ±100 for the full control effect; nearly all actives have a fitted effect of over 60% in size
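Screening of KB-3-1 cells (DMEM, 10% FBS, phenol-red free) ran from lowest to highest compound concentration; after 72 h at 37 °C viability was read luminescently and curves fitted.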
SW480 rerep: inducers of DNA re-replication in SW480 colon cancer cells; Potency, µM (series often up to 46.1 µM), for the others: at the top dose re-replication activation, most hits filed as activators; AID 624297; 340,000 compounds, 1.8% hits; SW480 DNA re-replication, Hoechst DNA content imaging, 48 h; also: potency is read from the fitted curve at half-maximal effect; % of control where 0% means no effect; nearly all actives have a fitted effect of over 55% in size
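Hoechst fluorescence of nuclei (405 nm excitation, 500-530 nm emission) measured by plate-scanning imager after 48 hr compound exposure at 37 C; re-replication scored as increased number of nuclei with elevated intensity.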
IL1B secr inh: inflammasome signaling inhibition, IL-1 beta readout; THP-1 LPS/ATP IL-1B secretion, AlphaLISA, 16 h; stronger effect = lower value; activity change, % at 57.5 µM; 360,000 compounds, 4.7% hits; AID 743279; in the data active = activity change below about -50%; inconclusive = mostly about -30% to -49%; also: % is scaled to controls: 0 for no effect and ±100 for the full control effect
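THP-1 cells pretreated 1 hr with compounds (up to 57.5 uM final), then stimulated with LPS (250 ng/mL final) plus ATP (1.25 mM final); secreted IL-1B measured by AlphaLISA after 16 hr, decreased signal indicating inhibition.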
MCF10A rereplic: induces DNA re-replication in MCF 10a normal breast cells; AID 624296; Potency, µM (titrated, usually from 46.1 µM), inactives show at the highest dose activity, positive = re-replication, usual class: activators; MCF 10A DNA re-replication, Hoechst nuclear intensity, 48 h; 350,000 compounds, 2.9% hits; also: potency is read from the fitted curve at half-maximal effect; % of control where 0% means no effect; nearly all actives have a fitted effect of over 50% in size
HT1080 IDH1KD tx: kills HT-1080 cells with IDH1 knockdown. Potency, µM (titrated, usually from 46.1 µM), for the others: at the highest dose activity, negative = toxicity, actives largely listed as cytotoxic. HT-1080 IDH1 knockdown viability, ATP luminescence, 48 h. 360,000 compounds, 2% hits;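 also: potency is read from the fitted curve at half-maximal effect; 0% = DMSO wells and -100% = cell-free medium wells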
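Cytotoxicity counter-line: IDH1KD HT-1080, 48 h, CellTiter-Glo. Curves classed by r2, magnitude and activity.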
HT1080-NT tox: kills 2HG-producing HT-1080-NT fibrosarcoma cells. HT-1080-NT fibrosarcoma viability, CellTiter-Glo ATP luminescence, 48 h. Potency, µM (highest dose often 46.1 µM), without a hit: at the highest dose activity, negative = less viability, actives largely listed as cytotoxic. 360,000 compounds, 1.6% hits;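 also: NT is the 2HG producing partner of a matched IDH1 knockdown line; potency is read from the fitted curve at half-maximal effect; 0% = DMSO-treated cells and -100% = media-only wells without cells; nearly all actives have a fitted effect of over 55% in size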
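Viability of the 2HG-overproducing fibrosarcoma line after 48 hours of compound exposure at 37 degrees C was determined by luminescence with CellTiter-Glo, and concentration-effect curves were then fitted and categorized.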
S2 tox: cell viability loss in ATXN counter-screen | S2 cells (HEK-293 line with an ATXN2-luciferase reporter) viability, CellTiter-Fluor protease fluorescence, 24 h | Potency, µM (titrated, usually from 56.7 µM), usual class: cytotoxic | 400,000 compounds, 0.49% hits; also: potency is read from the fitted curve at half-maximal effect; nearly all actives have a fitted effect of over 40% in size
ATXN2 expr inh: reduces ATXN2 reporter expression in HEK-293 cells | AID 1745845 | HEK-293 ATXN2-luciferase reporter, luminescence, 24 h | Potency, µM (doses to about 57 µM), without a hit: top-dose activity change, negative = inhibition, hits mostly inhibitors | 360,000 compounds, 0.72% hits; also: potency is read from the fitted curve at half-maximal effect; % is scaled to controls: 0 for no effect and ±100 for the full control effect; nearly all actives have a fitted effect of over 55% in size
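ATXN2-luciferase reporter cells (luciferase flanked by upstream and downstream ATXN2 gene portions) were treated 24 h at 37 °C with compounds at up to 57 uM. SteadyGlo luminescence gave expression; GF-AFC fluorescence gave viability.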
KB-V1 cytotox: KB-V1 MDR subline cytotoxicity | AID 1347076 | Potency, µM (series often up to 46.1 µM), for inactives: at the top dose activity change, negative = cytotoxicity, actives largely listed as cytotoxic | KB-V1 MDR cells viability, CellTiter-Glo, 72 h | 400,000 compounds, 3.4% hits; also: potency is read from the fitted curve at half-maximal effect; % is scaled to controls: 0 for no effect and ±100 for the full control effect; nearly all actives have a fitted effect of over 60% in size
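Compound-treated KB-V1 multidrug-resistant cells, 72 h, 37 degrees C; viability by CellTiter-Glo. Fitted qHTS curves give the values.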
Active calls of the source: *; i = inactive; u = inconclusive; x = no result given; & = joins results of further samples. Unless noted, calls follow the shape of the dose curve; as a rule, active = well fitted curve in the direction sought with a large enough effect; inconclusive = small, poorly fitted or top-dose-only effect, or another doubt; inactive = no such curve, though single readings can be large; an effect the other way counts as inactive or inconclusive.

The first 7 entries, ahead of the listing:
Under each structure: KB-3-1 cytotox | SW480 rerep | IL1B secr inh | MCF10A rereplic | HT1080 IDH1KD tx | HT1080-NT tox | S2 tox | ATXN2 expr inh | KB-V1 cytotox
> CCC(c1nnnn1C(C)(C)CC)N(CCCN1CCOCC1)Cc1cc2cccc(C)c2[nH]c1=O (centres undefined)
→ 2% | 30% | 18 | u | 3% | 6% | i | 3% | 5%
> S=c1[nH]nc(COc2ccc(Cl)cc2)o1
→ -12% | -1% | 4 | 7% | -1% | -4% | i | -14% | -22%
> O=C(Nc1cccc(-c2csc(Nc3ccc(Cl)cc3)n2)c1)c1cccc(C(F)(F)F)c1
→ u | -2% | u | 4.1µM* | u | u | u | u | -4%
> O=c1oc2ccccc2c2oc3cc(O)c(O)cc3c12
→ 1% | -17% | 74 | 4% | -14% | -13% | i | -14% | -10%
> O=C(Nc1nnc([C@H]2C[C@H](O)[C@@H](CO)O2)s1)C(c1ccccc1)c1ccccc1
→ 0% | x | 5 | x | 0% | -3% | i | 1% | 13%
> Cc1ccc(C)c(C(=O)CCC(=O)Nc2ccc(N3CCN(C)CC3)cc2C)c1
→ -6% | 119% | -10 | u | -1% | -1% | i | -15% | u
> COc1ccc2oc(C(=O)OCC(=O)N3CCN(S(=O)(=O)c4ccc(C)cc4)CC3)c(C)c2c1
→ 10% | u | 3 | 18% | 11% | 11% | i | -24% | u

This part in full (from the top)
Under each structure: KB-3-1 cytotox | SW480 rerep | IL1B secr inh | MCF10A rereplic | HT1080 IDH1KD tx | HT1080-NT tox | S2 tox | ATXN2 expr inh | KB-V1 cytotox
> CCC(c1nnnn1C(C)(C)CC)N(CCCN1CCOCC1)Cc1cc2cccc(C)c2[nH]c1=O (centres undefined)
→ 2% | 30% | 18 | u | 3% | 6% | i | 3% | 5%
> S=c1[nH]nc(COc2ccc(Cl)cc2)o1
→ -12% | -1% | 4 | 7% | -1% | -4% | i | -14% | -22%
> O=C(Nc1cccc(-c2csc(Nc3ccc(Cl)cc3)n2)c1)c1cccc(C(F)(F)F)c1
→ u | -2% | u | 4.1µM* | u | u | u | u | -4%
> O=c1oc2ccccc2c2oc3cc(O)c(O)cc3c12
→ 1% | -17% | 74 | 4% | -14% | -13% | i | -14% | -10%
> O=C(Nc1nnc([C@H]2C[C@H](O)[C@@H](CO)O2)s1)C(c1ccccc1)c1ccccc1
→ 0% | x | 5 | x | 0% | -3% | i | 1% | 13%
> Cc1ccc(C)c(C(=O)CCC(=O)Nc2ccc(N3CCN(C)CC3)cc2C)c1
→ -6% | 119% | -10 | u | -1% | -1% | i | -15% | u
> COc1ccc2oc(C(=O)OCC(=O)N3CCN(S(=O)(=O)c4ccc(C)cc4)CC3)c(C)c2c1
→ 10% | u | 3 | 18% | 11% | 11% | i | -24% | u
> Cc1ccc(C)c(NC(=O)c2cc(-c3ccccc3)nn2-c2ccccc2)c1
→ -20% | u | -21 | u | -18% | -11% | i | -18% | -12%
> O=C(NCCCc1ccccc1)c1cncc(Br)c1
→ 21% | -2% | -6 | -4% | 0% | -18% | i | 12% | -14%
> COc1ccc(NC(=O)CSc2ccccn2)cc1
→ -3% | -2% | -1 | 5% | 5% | 0% | i | 25% | 3%
> N#CC1=C(N)Oc2cc(O)ccc2C1c1ccncc1 (centres undefined)
→ 1% | -3% | -15 | -6% | 16% | 10% | i | -2% | u
> COc1ccccc1CNC(=O)COC(=O)c1ccc(S(=O)(=O)N2CCCC2)cc1
→ 0% | -1% | 29 | 3% | 4% | 8% | i | 4% | 20%
> O=C(c1ccccc1)N(Nc1ccccc1)c1ccccc1
→ -6% | -3% | 4 | 5% | 4% | 4% | i | 24% | u
> CCN(CCCNC(=O)C1CCCN(S(=O)(=O)c2cnc[nH]2)C1)c1ccccc1 (centres undefined)
→ -3%&9% | -10% | 19 | 0% | 5% | 0% | i | 1% | -13%&12%
> CCc1ccccc1NC1=NCC(=O)N1Cc1ccc2c(c1)OCO2
→ 0% | -4% | 0 | 3% | 7% | -14% | i | -18% | 0%
> CCCCNc1nc(Oc2ccc(=O)[nH]n2)nc(N(C)C)n1
→ -1% | x | x | x | x | x | i | 13% | 15%
> NC(=O)c1nsc(C(=O)N(c2ccc(F)cc2)C(C(=O)NCC2CCCO2)c2ccc3ncccc3c2)c1N (centres undefined)
→ 0% | -4% | u | 1% | 5% | 2% | i | -1% | 11%
> C/C(=N\NC(=O)c1nnn(-c2nonc2N)c1CN(C)c1ccccc1)c1cccc(O)c1
→ -2% | -3% | 4 | 7% | -9% | -14% | i | -8% | 0%
> CCOc1cc(C(=O)NC2CC(C)(C)NC(C)(C)C2)cc(OCC)c1OCC
→ -4% | -2% | -19 | 0% | 8% | 0% | u | -13% | 5%
> CC(C)CC(=O)Nc1ccc(Oc2ccc(NC(=O)CC(C)C)cc2)cc1
→ 10% | -13% | -12 | 8% | 8% | 15% | i | 4% | 16%
> CC1CC(=O)Nc2ccccc2N1C(=O)Nc1ccc(F)cc1F (centres undefined)
→ 2% | -20% | 12 | 6% | 4% | -9% | i | x | 22%
> C=CCNc1nc(Cl)nc(Nc2ccc(OC)cc2OC)n1
→ 0% | -3% | 33 | -6% | -3% | -3% | i | -8% | -3%
> CCOc1ccc(NC(=S)NC(=O)c2cncc(Br)c2)cc1
→ -2% | -5% | x | -23% | 25% | 11% | i | -6% | -3%
> COc1ccccc1CC1(C)NC(=O)N(CC(=O)N2CC(C)OC(C)C2)C1=O (centres undefined)
→ -6% | -2% | -11 | 0% | 6% | -1% | i | 8% | 0%
> Cc1ccc(OCC(=O)OC2CCS(=O)(=O)C2)cc1 (centres undefined)
→ -8% | 1% | -9 | 5% | 2% | -3% | i | -6% | u
> CCN(CC)CCCn1c2c(c(SCC(=O)Nc3nccs3)nc1=O)CCC2
→ -8% | u | -7 | 2% | 3% | -2% | i | 25% | u
> CC(C)Sc1nnc2n(CCc3ccccc3)c(=O)c3c4c(sc3n12)COC(C)(C)C4
→ 0% | -7% | 9 | 11% | 17% | 7% | i | -11% | u
> Brc1cccc(-c2cnn3c(-c4ccccc4)cc(-c4ccccc4)nc23)c1
→ 18% | x | x | x | x | x | i | 6% | -5%
> CCC(O)c1cnc(OCc2ccccc2)nc1OCc1ccccc1 (centres undefined)
→ -11% | x | 0 | x | -23% | -24% | i | x | -28%
> O=C(OCC(=O)N(C1CCCCC1)C1CCCCC1)c1ccccc1O
→ -25% | u | -10 | 2% | -2% | -15% | i | 0% | -8%
> Cc1cccc(C(=O)NC2CCN(CC(=O)Nc3ccccc3Cl)CC2)c1
→ 22% | 1% | -12 | 11% | -3% | 4% | i | -2% | u
> CCc1ccc(C(=O)Nc2ccc3nn(-c4ccc(C)c(Cl)c4)nc3c2)cc1
→ u | x | x | x | x | x | i | 20% | u
> CCOc1ccc(S(=O)(=O)Nc2cccc(C(=O)NCC(c3ccccc3)N(C)C)c2)cc1 (centres undefined)
→ 10% | 2% | -17 | 18% | -12% | -14% | i | 7% | u
> COC(=O)[C@]1(Cc2ccccc2)N[C@H](CN(C)C(=O)c2ccc(C(C)(C)C)cc2)[C@@H]2C(=O)N(Cc3ccccc3)C(=O)[C@@H]21
→ 0% | 20% | -6 | 11% | 10% | 8% | u | 4% | 0%
> CCN1CCN(C(=O)c2c(-c3c(Cl)cccc3Cl)noc2C)CC1
→ -1% | 1% | 1 | -22% | -8% | -3% | i | 2% | 4%
> CCOC(=O)N1N=C(CC)CC1(O)C(F)(F)F (centres undefined)
→ -3% | -3% | 16 | 17% | 20% | 14% | i | 6% | u
> CC(C)c1ccc(NC(=O)NCc2ccc(F)cc2)cc1
→ -3% | -9% | 2 | u | -23% | -25% | i | x | -9%
> Cc1c(NC(=O)CN2C(=O)c3cccc4cccc2c34)c(=O)n(-c2ccccc2)n1C
→ 21% | -5% | 8 | -3% | 16% | 27% | i | 7% | 0%
> Cc1noc(C)c1CSCC(=O)Nc1cccc(C(F)(F)F)c1
→ x | -6% | 11 | 18µM* | 0% | 7% | i | 7% | x
> Cc1ccc(NS(=O)(=O)c2c(C)[nH]c(C)c2C(=O)N2CCCCC2)cc1Cl
→ 2% | 18% | 0 | 8% | -22% | -24% | i | -6% | 9%
> CCCn1c(SCC(=O)C(C)(C)C)nc2ccccc21
→ 10% | 2% | 31 | u | 2% | -9% | i | 1% | u
> O=C(c1ccccc1Br)N1CCN(c2ccccc2)CC1
→ -1% | -10% | -10 | -6% | 1% | -1% | i | -9% | -3%
> COc1ccc(N2CC(C)Cn3c2nc2c3c(=O)n(Cc3ccc(C)cc3)c(=O)n2C)c(OC)c1 (centres undefined)
→ -3% | -11% | u | 1% | 1% | 0% | i | 5% | -4%
> Cc1ccc(NC(=O)Cn2cc(C(=O)C3CCCCC3)c3ccccc32)c(C)c1
→ -8% | x | x | x | x | x | u | -9% | u
> Cc1cc(C)cc(OCC(=O)O/N=C(\N)c2ccccc2Cl)c1
→ 3% | -8% | -17 | 6% | 8% | 9% | i | -12% | 0%
> CCN(CC)C(=O)c1cc2cc(Br)ccc2oc1=O
→ -1% | -10% | 10 | -4% | -2% | -3% | u | -3% | -5%
> COC(=O)c1cccc(-n2[nH]nnc2=S)c1
→ -18% | 1% | -15 | 11% | 17% | 11% | i | 4% | 0%
> Cc1cccc(-n2c(O)c(C=NCc3ccccn3)c3ccccc3c2=O)c1
→ 22% | 1% | u | -1% | -19% | -10% | i | -18% | 15%
> COc1ccc(C2CCCN2C(=O)Nc2ccc(F)cc2)cc1OC (centres undefined)
→ 3% | -6% | -18 | -1% | 7% | 3% | i | -15% | -3%
> CC[C@@H]1Cc2[nH][nH]c(=O)c2[C@H](CC(C)C)O1
→ 9% | x | 10 | x | 2% | 9% | u | 11% | u
> Cc1cc(NC(=O)CCc2ccc(S(=O)(=O)N3CCOCC3)cc2)n(-c2ccccc2)n1
→ -2% | -27% | 12 | 13% | -11% | 1% | i | -18% | 0%
> CN1C(=O)CSC1=Nc1ccc(F)cc1
→ 0% | 1% | 17 | u | 18% | 10% | i | -16% | -5%

Assay outcomes as filed in PubChem BioAssay.
